hcDAF12 agonist – H. contortus DAF-12 nuclear receptor activators, primary screen, cell-based, luminescence, HEK293, lit1-tk-luc reporter. 370,000 tested, 1.4% active. AID 652067, 2013. HEK293 hcDAF-12 lit1-tk-luc reporter; 0% DMSO, 100% Δ7-dafachronic acid. activation, % at 6.8 µM;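 active = activation above the mean of all tested compounds plus 3 SD, cut at about 5.5% in these data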;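 note: 100% = response to 3 µM Δ7-dafachronic acid high control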
GAA850 FXN act – FXN promoter activators, primary screen, cell-based, luciferase luminescence, HEK293 lucGAA850 | HEK293 lucGAA850 FXN promoter luciferase reporter, 24 h; percent of 10 µM SAHA response | activation, % at 6 µM | 360,000 tested, 0.56% active | AID 540364, 2011;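 active = activation above the average of all compounds screened plus 3 SD, cutoff fixed separately per campaign, cut at about 7.5% in these data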;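 note: 0% = DMSO wells and 100% = 10 µM SAHA wells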
PG9 Ab binder – binders of HIV-1 gp120 antibody PG9, primary screen, biochemical, TR-FRET. HIV-1 gp120 / PG9 antibody interaction. TR-FRET gp120-PG9 antibody binding. inhibition, % at 6.7 µM. 360,000 tested, 0.43% active; in the data active = inhibition above about 8.5%
ADAM10 inh – human ADAM10 inhibitors, primary screen, biochemical, QFRET, HTS. recombinant ADAM10, EDANS/DABCYL FRET peptide cleavage, 3 h. 370,000 tested, 0.62% active. inhibition, % at 7 µM. AID 720582, 2013;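 active = inhibition above a per-campaign cutoff equal to the mean of compounds falling between control-based bounds plus 3 SD, cut at about 20% in these data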;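 note: 0% = DMSO wells while the 100% control is not disclosed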
GC-A act – GC-A stimulated cGMP production enhancers – HEK293 GC-A cells, cGMP TR-FRET, EC30 ANP, primary screen. 0% at EC30 ANP, 100% saturating ANP. activation, % at 10 µM. 370,000 tested, 0.14% active; in the data active = activation above about 40%
Target sequence (P16066 whole entry, looked up): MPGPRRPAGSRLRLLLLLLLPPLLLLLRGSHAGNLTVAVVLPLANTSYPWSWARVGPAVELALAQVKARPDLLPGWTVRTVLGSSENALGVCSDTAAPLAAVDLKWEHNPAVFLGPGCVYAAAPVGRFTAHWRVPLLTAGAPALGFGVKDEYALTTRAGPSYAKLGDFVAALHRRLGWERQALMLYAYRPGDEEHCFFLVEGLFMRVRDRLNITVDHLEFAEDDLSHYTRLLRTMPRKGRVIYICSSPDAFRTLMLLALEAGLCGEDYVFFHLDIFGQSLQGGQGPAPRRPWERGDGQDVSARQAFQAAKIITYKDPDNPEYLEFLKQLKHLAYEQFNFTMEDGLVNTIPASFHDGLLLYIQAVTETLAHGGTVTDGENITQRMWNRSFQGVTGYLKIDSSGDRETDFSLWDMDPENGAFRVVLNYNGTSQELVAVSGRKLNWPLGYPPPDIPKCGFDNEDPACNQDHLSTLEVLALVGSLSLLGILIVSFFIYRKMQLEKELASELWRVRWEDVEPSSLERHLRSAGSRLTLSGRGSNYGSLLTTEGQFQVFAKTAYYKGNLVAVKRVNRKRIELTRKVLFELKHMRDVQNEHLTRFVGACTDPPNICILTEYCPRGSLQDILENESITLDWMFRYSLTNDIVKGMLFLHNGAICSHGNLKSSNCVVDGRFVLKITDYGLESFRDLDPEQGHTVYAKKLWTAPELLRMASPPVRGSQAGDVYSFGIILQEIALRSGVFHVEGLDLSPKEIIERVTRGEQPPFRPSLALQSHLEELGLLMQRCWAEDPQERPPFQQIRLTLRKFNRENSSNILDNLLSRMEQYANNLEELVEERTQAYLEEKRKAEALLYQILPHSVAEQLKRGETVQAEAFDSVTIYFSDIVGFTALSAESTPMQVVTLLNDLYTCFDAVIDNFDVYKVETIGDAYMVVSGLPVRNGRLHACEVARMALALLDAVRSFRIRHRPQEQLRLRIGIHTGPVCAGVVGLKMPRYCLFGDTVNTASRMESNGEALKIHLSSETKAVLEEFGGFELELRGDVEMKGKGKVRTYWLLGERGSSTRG
ADAM17 inh – ADAM17 inhibitors, primary screen, biochemical, QFRET; Disintegrin and metalloproteinase domain-containing protein 17 (Homo sapiens), P78536; recombinant ADAM17, EDANS/DABCYL FRET peptide cleavage; inhibition, % at 6.95 µM; 370,000 tested, 0.83% active; AID 720648, 2013;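 active = inhibition above the mean of compounds lying between control limits plus 3 SD, set per campaign, cut at about 8.5% in these data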;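 note: 0% = DMSO-only wells as the low control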
DAX1 inh-1 – DAX1 (NR0B1) inhibitors on StAR promoter, primary screen, cell-based, luminescence, SF-1 (NR5A1), full-length DAX-1; AID 652010, 2013; 370,000 tested, 1.1% active; HEK293T StAR-luciferase reporter, SF-1/DAX-1 repression relief; inhibition, % at 6.8 µM;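 active = inhibition above the mean over all tested compounds plus 3 SD, cut at about 3.6% in these data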;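 note: 0% = DAX-1 cells with DMSO and 100% = cells lacking DAX-1 with DMSO; higher inhibition means more luminescence from relief of DAX-1 repression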
DAX1 inh-2 – DAX1 (NR0B1) inhibitors, primary screen, cell-based, HEK293, Gal4-DAX1, luciferase luminescence | Nuclear receptor subfamily 0 group B member 1 (Homo sapiens), P51843 | HEK293 Gal4-DAX1 luciferase reporter | inhibition, % at 6.75 µM | 340,000 tested, 0.99% active | AID 504766, 2011;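 active = inhibition above the mean over all tested compounds plus 3 SD, cut at about 4.2% in these data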;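 note: 0% = DAX1-transfected cells with DMSO and 100% = empty-vector control cells with DMSO; inhibition shows as a rise in luminescence from relieved DAX1 repression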
hgDAF-12 ag – H. glycines DAF-12 receptor agonists, primary screen, cell-based, luminescence, HEK293, GAL4 fusion, UAS-luciferase; HEK293 GAL4-hgDAF12 UAS-luciferase reporter, agonist luminescence; normalized to butyrate control; activation, % at 6.8 µM; 370,000 tested, 1.8% active; AID 687014, 2013;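 active = activation above a cutoff set at the mean of all screened compounds plus 3 SD, cut at about 10% in these data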;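 note: 0% = DMSO wells and 100% = sodium butyrate wells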
SMARCA2 activ – SMARCA2 (BRM) function activators, primary screen, cell-based, luminescence, high throughput. MG213 cells, MMTV-luciferase reporter, dexamethasone, overnight. activation, % at 9.1 µM. 370,000 tested, 1% active. AID 652017, 2013; in the data active = activation above about 7.8%;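 note: 0% = vehicle wells and 100% = reference activator wells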
ssDAF12 agonist – S. stercoralis DAF-12 nuclear receptor activators, primary screen, cell-based, luminescence, HEK293, GRIP1 co-expression, lit1-tk-luc; Nuclear hormone receptor DAF-12 (Strongyloides stercoralis); HEK293 ssDAF-12/GRIP1 lit1-tk-luc reporter; % of 3 µM dafachronic acid response; activation, % at 6.8 µM; 370,000 tested, 1% active;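 active = activation above the mean over all tested compounds plus 3 SD, cut at about 0.9% in these data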;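 note: 0% = DMSO-only wells and 100% = 3 µM delta7-dafachronic acid wells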
* hit, by the source's call; i = inactive; x = no result given. Not a hit list; about 6.8% have a hit in one of these screens.

Below each compound: PG9 Ab binder	ADAM10 inh	SMARCA2 activ	hcDAF12 agonist	ssDAF12 agonist	hgDAF-12 ag	ADAM17 inh	DAX1 inh-1	GAA850 FXN act	GC-A act	DAX1 inh-2
#1 CC(NC(=O)CN1c2cccc3cccc(c23)S1(=O)=O)c1ccccc1 (stereo not given)
→ 0.0	-287	-3	-0.9	-0.7	-2.9	-68	-0.8	0.6	-1	-0.3
#2 C/C(=N\NC(=O)c1cc(-c2cccc([N+](=O)[O-])c2)n[nH]1)c1ccc(F)cc1
→ -1.6	3	2	1.3	-0.9	-1.9	0	-0.3	1.0	-1	x
#3 CC(C)CSc1ncc(-c2cccc(C(F)(F)F)c2)cn1
→ -2.3	8	-3	-0.6	-1.0	-1.0	4	0.1	2.9	4	1.0
#4 COc1ccc(C(=O)N2CCN(c3cccc(Cl)c3)CC2)c(OC)c1
→ -1.5	1	0	-1.0	-1.4	-0.1	-1	-0.2	-3.8	-3	0.4
#5 O=C(N/N=C/c1c[nH]c2ccc(Br)cc12)c1ccn(Cc2ccc(Cl)cc2Cl)n1
→ -0.8	-9	-1	-0.1	-1.2	-0.6	-2	-0.3	1.7	-7	0.4
#6 COc1ccc(Cc2nc(C(=O)NCc3ccccc3OC)cs2)cc1
→ -2.5	15	0	-1.9	-1.6	-0.8	1	0.1	1.0	4	-1.2
#7 Cc1cccc(/C(N)=N/OC(=O)Cc2cccc3ccccc23)c1
→ -0.9	-3	2	-1.3	-0.7	2.8	-2	-0.4	1.7	2	-1.5
#8 COc1ccc(CNC(=O)CN2C(=O)COc3ccc(S(=O)(=O)N4CCCC4)cc32)cc1
→ 0.2	-11	0	0.1	-0.6	-0.5	1	-1.6	-0.5	-2	0.2
#9 COc1ccc(CN2CCC(N(CCc3ccccc3)Cc3ccccc3)CC2)c(OC)c1
→ 0.2	2	-2	-1.4	-1.6	2.3	0	-0.8	-5.9	-34	1.2
#10 O=C(O)C1CSC(CCc2ccccc2)N1 (stereo not given)
→ 0.4	-8	0	-1.4	-1.3	-0.6	-4	-0.4	-2.1	0	-0.5
#11 CCC(C(=O)Nc1ccc(N2CCOCC2)c(S(=O)(=O)Nc2ccccc2OC)c1)c1ccccc1 (stereo not given)
→ 0.5	9	-4	-2.6	-1.6	0.4	7	-1.3	-3.1	-5	-0.6
#12 Cc1cc(C)c(C(=O)CSc2n[nH]c(=O)n2C2CC2)cc1C
→ -0.2	7	-7	-2.7	-1.9	-1.4	0	-1.0	-3.5	-2	-2.0
#13 OC(c1ccc(F)cc1)(C1CCCCC1)C(CN1CCOCC1)c1ccccc1 (stereo not given)
→ -0.5	0	-3	1.9	-1.3	-1.3	-3	0.0	0.7	-37	0.4
#14 O=C(NCCc1ccc(C(F)(F)F)cc1)C1CCC(=O)N(C2CC2)C1 (stereo not given)
→ 0.3	-6	0	-0.9	-1.4	3.7	-2	0.4	-0.9	1	0.4
#15 Cc1cc(Nc2ccccc2)nn1C(=O)c1ccc(Br)cc1
→ 0.0	-39	1	-0.1	-1.1	3.2	-6	0.7	-1.2	6	0.5

Looked up above:
Under SMARCA2 activ, COc1ccc(CN2CCC(N(CCc3ccccc3)Cc3ccccc3)CC2)c(OC)c1 has -2
Under DAX1 inh-2, Cc1cc(Nc2ccccc2)nn1C(=O)c1ccc(Br)cc1 has 0.5

Further entries:
Below each compound: PG9 Ab binder	ADAM10 inh	SMARCA2 activ	hcDAF12 agonist	ssDAF12 agonist	hgDAF-12 ag	ADAM17 inh	DAX1 inh-1	GAA850 FXN act	GC-A act	DAX1 inh-2
#16 Clc1ccc(-c2nnc(-c3ccco3)nc2N2CCCCC2)cc1
→ -1.7	13	-2	-2.8	-1.1	0.1	3	0.5	1.5	-7	-0.2
#17 COCCn1nnnc1C(c1ccc(OC)c(OC)c1)N1CCN(c2nc3ccccc3s2)CC1 (stereo not given)
→ -1.3	7	1	-2.0	-1.6	-1.7	0	-0.7	-0.9	-4	-0.9
#18 O=C(N/N=C/c1cccc(Oc2ccccc2)c1)c1cccc(Br)c1
→ -2.0	10	3	-1.2	-0.7	1.7	4	-0.6	-3.0	x	0.2
#19 COC(=O)c1ccc(-n2nnnc2SCC(=O)Nc2ccccc2OC)cc1
→ 0.9	-2	0	-1.3	-0.9	-0.1	-3	0.1	3.8	1	-2.0
#20 CCc1ccccc1NC(=O)N1CCc2ccccc21
→ 1.7	-3	0	-0.2	-1.3	3.9	-1	-0.3	1.9	5	1.1
#21 Cc1nn(-c2ccc(F)cc2)c2nc(N)c(C#N)c(-c3cccs3)c12
→ 1.2	-90	-1	-0.7	-0.7	-2.1	-16	-1.2	-1.4	15	-1.6
#22 O=S(=O)(c1ccccc1)N1CCNc2ccccc21
→ -0.5	-16	-3	-0.7	-0.8	-2.4	-3	-0.4	0.3	0	0.6
#23 O=C(NCc1ccccn1)C(=O)NCc1ccccn1
→ 0.1	6	-1	-0.7	-1.3	0.8	-1	0.2	0.6	0	1.3
#24 Cc1ccc2[nH]c(=O)c(NC(N)=S)nc2c1
→ -5.0	9	2	-0.7	-0.3	-0.2	2	-1.2	-0.9	0	0.0
#25 CCCCN1CC[C@H]2C=CC[C@@H](C(=O)N3CCOCC3)[C@H]2C1=O
→ 0.1	3	1	-1.5	-1.2	-0.6	-6	1.0	0.4	1	0.8
#26 O=C1C=C(OCCF)CC(c2cccc([N+](=O)[O-])c2)O1 (stereo not given)
→ -1.4	-5	-5	2.0	-1.1	-1.1	-1	-0.8	x	0	x
#27 O=C(Cc1cccs1)Nc1nnc(Cc2ccccc2)s1
→ -0.5	-2	2	-1.2	-0.6	3.7	-2	-0.5	-0.1	3	3.3
#28 O=C(O)CN1C(=O)CC(Cc2ccccc2)C1=O (stereo not given)
→ 1.4	1	2	0.0	-0.8	4.3	2	-0.8	2.4	-2	0.2
#29 COc1ccc(C(=O)NC2CCCCC2)cc1OC1CCN(C(C)C)CC1
→ -3.2	2	3	0.9	-0.7	3.8	-4	-0.1	1.2	0	1.8
#30 COc1ccc(C2=Nn3c(nnc3-c3ccccc3)SC2)cc1OC
→ -1.4	-2	3	-0.9	-1.2	-1.5	1	0.5	9.5*	15	-0.7
#31 Cc1ccc(C(NC(=O)C2CCN(CCOc3ccccc3)CC2)c2ccccn2)cc1 (stereo not given)
→ 0.8	-14	-2	-1.8	-1.4	-0.9	-2	1.4	-0.4	-4	x
#32 CCNc1nc2c(c(=O)n(C)c(=O)n2C)n1CCCc1ccccc1
→ -1.8	-4	-4	-1.9	-2.1	-6.4	0	-1.2	-0.8	-2	-3.7
#33 CC(C)CC[n+]1ccn(-c2nc3ccccc3nc2[N-]S(=O)(=O)c2ccccc2)c1
→ 0.4	-343	0	0.2	0.1	-0.9	-112	1.7	-1.0	4	1.2
#34 COC(=O)c1ccccc1NC(=O)c1ccc(NS(C)(=O)=O)cc1
→ 2.4	4	0	-1.2	-0.6	0.0	4	0.0	-1.3	-1	-0.3
#35 Cc1cc(Cl)ccc1NC(=S)Nc1cccnc1
→ 2.7	-12	-2	-1.1	-0.8	2.9	0	0.5	1.2	0	0.8
#36 O=[N+]([O-])c1ccccc1/C=N/n1c(-c2ccccc2)n[nH]c1=S
→ 0.4	3	0	-3.5	-1.2	-1.4	5	0.0	1.0	-4	-1.2
#37 O=C(CSc1nnc(-c2ccccc2)o1)OCc1ccccc1
→ 0.8	0	-2	-1.5	-0.8	-1.9	-3	-0.2	-1.5	27	-0.5
#38 COc1cc(OC)c(C(=O)OCC(=O)Nc2cccc(S(=O)(=O)NC3=NCCCCC3)c2)cc1OC
→ -0.4	-13	-3	-1.1	-1.4	-1.8	-2	-1.1	0.0	-1	-0.9
#39 COc1cccc(NC(=O)CN(C)C(=O)c2cccc(S(=O)(=O)Nc3ccccc3OC)c2)c1
→ -0.2	-4	-2	-1.3	-0.6	3.0	1	0.6	3.1	-1	0.8
#40 CCCCN1CC2=C(C1=O)C(c1ccc(O)cc1)NC(=O)N2C (stereo not given)
→ -0.3	4	-3	0.3	-1.2	1.6	-1	-0.2	1.2	2	0.1
#41 CN(C)C(CNC(=O)c1cc(S(=O)(=O)N(C)c2ccc(F)cc2)ccc1Cl)c1cccs1 (stereo not given)
→ -0.4	-12	2	-1.7	-1.8	-1.7	-4	-1.5	-2.3	2	-1.8
#42 CCOC(=O)CSCC(=O)N1CCC(Cc2ccccc2)CC1
→ -0.9	-9	-2	-1.6	-1.1	-1.5	-5	-0.3	-0.3	3	1.1
#43 Cc1c(F)cccc1NS(=O)(=O)c1ccc2c(c1)c(C)cc(=O)n2C
→ -0.1	0	-3	-0.4	-0.8	-3.9	-1	-0.3	0.1	-1	-0.7
#44 CCOC(=O)N1CCC(N2C(=O)c3ccccc3C2Nc2cc(OC)c(OC)c(OC)c2)CC1 (stereo not given)
→ -0.3	-10	-1	-1.7	-0.6	-0.5	0	-0.9	-1.5	-16	-0.2
#45 Cc1c(C=O)c2ccccn2c1C(=O)c1cccs1
→ 0.4	-39	-2	-1.7	-1.8	4.9	-14	-0.2	2.8	5	-0.7
#46 COc1ccc2cc(C(=O)C3CCCN(C(=O)c4cccnc4)C3)ccc2c1 (stereo not given)
→ -0.6	i	2	-1.4	-1.0	1.9	i	0.2	3.6	-3	1.0
#47 Cc1nc(-c2ccc(Cl)cc2)sc1C1(C)CC(c2ccc(F)cc2)=NO1 (stereo not given)
→ 0.6	12	0	1.1	-0.6	0.4	2	-0.1	-1.7	-2	0.1
#48 CN(Cc1cccc(F)c1)C(=O)c1ccc(NS(=O)(=O)c2ccc3[nH]c(=O)[nH]c3c2)cc1
→ 1.1	-8	-1	-0.3	-0.2	0.5	-2	2.3	0.9	-2	0.3
#49 CCC(c1ccc(O)cc1)C(CC)c1ccc(O)cc1 (stereo not given)
→ 0.1	16	-5	2.9	-1.2	-0.3	2	-1.2	0.7	5	0.5
#50 Cc1cccc(C(=O)N2CCN(c3ccc([N+](=O)[O-])c(NCc4ccco4)c3)CC2)c1
→ 0.1	8	-2	-3.8	-2.3	-2.2	1	-2.4	3.3	7	-0.7
#51 COc1ccccc1Nc1nn2c(=O)c3ccc(C(=O)N4CCCC(C)C4)cc3nc2s1 (stereo not given)
→ 0.2	-7	-1	-1.5	-0.8	-1.8	2	-0.4	-2.4	15	-2.1
#52 CCC(CO)Nc1ncnc2c1cnn2-c1ccc(OC)cc1 (stereo not given)
→ -0.7	-15	1	3.3	0.1	16*	-4	5.1*	3.1	1	1.2
#53 COC(=O)CNC(=O)C1Cc2ccccc2CN1S(=O)(=O)c1ccc(F)cc1 (stereo not given)
→ 3.4	10	-4	-0.5	-0.4	-2.7	4	1.3	1.3	0	-0.2
